CAL PDZ FP-1: untagged CAL PDZ binding inhibitors, primary screen, biochemical, fluorescence polarization, HTS. Golgi-associated PDZ and coiled-coil motif-containing protein (Homo sapiens), Q9HD26. purified CAL PDZ, TMR-peptide fluorescence polarization, 1 h. inhibition, % at 24.9 µM. 300,000 compounds, 0.92% hits. AID 602252, 2012;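 active = mean inhibition of at least 30% with at least half of replicates also reaching 30%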;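 also: 0% = DMSO neutral control and 100% = excess unlabeled competitor peptide PRC23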
CAL PDZ FP-2: CAL PDZ peptide-binding inhibitors, primary screen, biochemical, fluorescence polarization, Cer-tagged CAL PDZ, HTS; 330,000 compounds, 0.02% hits; inhibition, % at 20 µM; purified CAL PDZ, TMR-peptide fluorescence polarization, 1 h; Golgi-associated PDZ and coiled-coil motif-containing protein (Homo sapiens), Q9HD26; AID 504414, 2011;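 active = highest replicate inhibition of at least 40%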;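 also: plate controls were DMSO neutral control wells for no effect and unlabeled competitor peptide control wells for full effect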
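Material: tagged CAL PDZ protein CerCALP, purified; buffer or medium: sodium phosphate/NaCl buffer pH 7.4 with TCEP, IgG, Thesit; also added: fluorescent TMR peptide probe; schedule: 1 h incubation at room temperature before polarization reading; technique: fluorescence polarization from S- and P-plane intensities, G-factor corrected; control set: unlabelled peptide and DMSO controls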
Rtt109 Vps75: inhibitors of C. albicans Rtt109/Vps75 HAT, primary screen, biochemical, ThioGlo CoA-SH fluorescence, plate reader; purified Rtt109/Vps75, 4 h; 330,000 compounds, 0.16% hits; Histone acetyltransferase RTT109 (Candida albicans (strain SC5314 / ATCC MYA-2876)), …; inhibition, % at 34.9 µM; AID 540336, 2011;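 active = inhibition of at least 50% in every replicate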
PvdQ acylase: P. aeruginosa PvdQ acylase inhibitors, primary screen, biochemical, fluorescence, plate reader and imaging, single point. AID 488965, 2010. 340,000 compounds, 0.063% hits. PvdQ acylase [Pseudomonas aeruginosa LESB58]. inhibition, % at 10 µM. purified PvdQ acylase; in the data active = inhibition above about 30%, passing the limit was not always enough;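 also: 0% = vehicle neutral wells and 100% = reference inhibitor wells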
dFosB act: activators of delta FosB homodimer, primary screen, biochemical, fluorescence polarization, TAMRA-CDK5 oligo, single point; Protein FosB (Mus musculus), P13346; purified delta FosB; percent of positive-control signal above neutral wells; activation, % at 25 µM; 340,000 compounds, 0.99% hits; AID 493131, 2011;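 active = mean activation above about 17%, with every replicate also reaching it, limit read from the data, passing the limit was not always enough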;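 also: fluorescence polarization rise as delta FosB binds a TAMRA Cdk5 AP-1 oligo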
SR-BI DiI-HDL act: activators of SR-BI mediated DiI-HDL uptake, primary screen, ldlA[mSR-BI] CHO cells, DiI fluorescence | 3 h; 100 = double the neutral-control signal | 320,000 compounds, 0.096% hits | AID 504775, 2011 | activation, % at 12.5 µM;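 active = mean replicate activation of at least 60% and every replicate at or above 60%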;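 also: 0% = median plate neutral-control signal and 100% = twice that signal; values of inactives mirror those of a sister screen read the other way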
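Test system: SR-BI-overexpressing, LDLR-lacking CHO cells. Measured by: DiI fluorescence, bottom read. Medium: Ham's F12 with 0.5% BSA, HEPES 25 mM, pH 7.4. Timing: 3 h uptake period with compound, 37 °C.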
MITF act: activators of MITF-driven TRPM1 promoter reporter, primary screen, cell-based, SK-MEL-5, luciferase, single point | SK-MEL-5 TRPM1-promoter luciferase, 24 h; % of positive control, neutral wells = 0 | activation, % at 12.5 µM | 300,000 compounds, 0.75% hits | AID 588334, 2011;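 active = mean activation of at least 80% with every replicate also reaching 80%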;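 also: 0% = neutral control wells and 100% = parthenolide positive control wells; values of inactives mirror those of a sister screen read the other way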
NSD2 inh: NSD2 histone methyltransferase inhibitors, primary screen, biochemical, AlphaScreen, single concentration, set 2; AID 743445, 2014; inhibition, % at 12.5 µM; NSD2 peptide methylation, 120 min; 310,000 compounds, 0.54% hits; in the data active = inhibition above about 50%
Target sequence (O96028 whole entry, looked up): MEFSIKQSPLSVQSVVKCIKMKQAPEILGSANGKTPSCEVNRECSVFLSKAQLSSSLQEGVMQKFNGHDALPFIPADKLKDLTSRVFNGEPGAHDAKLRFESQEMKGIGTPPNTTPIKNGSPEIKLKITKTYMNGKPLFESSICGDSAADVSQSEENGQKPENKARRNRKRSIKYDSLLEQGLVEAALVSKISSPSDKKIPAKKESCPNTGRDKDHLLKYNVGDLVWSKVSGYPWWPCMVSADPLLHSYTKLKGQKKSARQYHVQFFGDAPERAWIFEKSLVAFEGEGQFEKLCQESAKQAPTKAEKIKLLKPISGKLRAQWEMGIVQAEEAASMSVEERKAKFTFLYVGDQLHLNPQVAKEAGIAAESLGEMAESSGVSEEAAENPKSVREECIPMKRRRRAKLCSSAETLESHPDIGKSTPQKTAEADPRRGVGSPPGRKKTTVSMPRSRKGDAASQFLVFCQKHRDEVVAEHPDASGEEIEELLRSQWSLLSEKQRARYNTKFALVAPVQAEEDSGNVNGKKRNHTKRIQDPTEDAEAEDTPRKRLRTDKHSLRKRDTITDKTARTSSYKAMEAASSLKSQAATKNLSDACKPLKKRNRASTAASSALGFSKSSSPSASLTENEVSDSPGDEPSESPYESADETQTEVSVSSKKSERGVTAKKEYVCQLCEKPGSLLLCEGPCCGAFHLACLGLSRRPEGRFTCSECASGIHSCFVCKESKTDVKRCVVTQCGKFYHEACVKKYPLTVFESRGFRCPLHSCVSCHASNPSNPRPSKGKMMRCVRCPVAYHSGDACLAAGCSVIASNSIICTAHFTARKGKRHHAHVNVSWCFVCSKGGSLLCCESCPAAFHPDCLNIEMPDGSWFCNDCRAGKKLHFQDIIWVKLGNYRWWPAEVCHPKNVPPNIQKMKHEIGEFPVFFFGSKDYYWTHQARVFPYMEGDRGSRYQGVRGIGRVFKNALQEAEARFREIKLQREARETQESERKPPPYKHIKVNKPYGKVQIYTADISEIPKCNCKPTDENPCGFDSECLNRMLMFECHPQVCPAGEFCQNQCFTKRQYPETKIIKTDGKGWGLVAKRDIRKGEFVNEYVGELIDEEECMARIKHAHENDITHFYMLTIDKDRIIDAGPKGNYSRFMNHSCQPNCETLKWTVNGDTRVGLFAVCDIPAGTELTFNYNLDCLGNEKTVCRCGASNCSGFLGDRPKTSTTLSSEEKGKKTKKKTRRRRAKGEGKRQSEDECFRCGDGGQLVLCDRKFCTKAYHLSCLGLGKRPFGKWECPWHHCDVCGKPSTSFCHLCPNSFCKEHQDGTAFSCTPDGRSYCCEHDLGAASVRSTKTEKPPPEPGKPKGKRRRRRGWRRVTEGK
PfHsp90 yeast 2: growth inhibition of PfHsp90-expressing yeast, primary screen, antimalarial PfHsp90 inhibitor project, S. cerevisiae, BacTiter-Glo luminescence, single point, set 2; BacTiter-Glo ATP, 48 h; yeast lacking PDR1 and PDR3 efflux regulators; inhibition, % at 9.4 µM; 310,000 compounds, 0.32% hits; AID 504621, 2011;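 active = every replicate shows inhibition above about 80%, whatever the replicate mean, limit read from the data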;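 also: 0% = DMSO neutral controls and 100% = 20 µM radicicol positive controls; yeast relying on Plasmodium falciparum Hsp90 in place of its own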
SR-BI HDL uptake: inhibitors of SR-BI mediated HDL lipid uptake, primary screen, ldlA[mSR-BI] cells, fluorescence, single point | inhibition, % at 12.5 µM | AID 488896, 2010 | ldlA[mSR-BI] CHO cells, DiI-HDL uptake fluorescence, 3 h | 320,000 compounds, 0.96% hits | Scavenger receptor class B member 1 (Mus musculus), Q61009;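 active = mean replicate inhibition of at least 70% and a set share of replicates each scoring 70 or more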;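 also: 0% = median of neutral control wells and 100% = median of positive control wells; values of inactives mirror those of a sister screen read the other way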
Numbers without * were called inactive; · = no result given. The order is random; 4.3% or so of the library scored in one or more.

1: Cc1nc(S(=O)(=O)c2ccc(Br)cc2)nc2c1CCC2
2: O=C(O)c1ccc(Cl)c(NC(=S)NC(=O)c2cccc(COc3ccccc3)c2)c1
3: COc1cc(OC)c(-c2nnc(-c3ccc(OC)c(OC)c3OC)o2)cc1OC
4: NS(=O)(=O)c1cnccc1Nc1cccc(Br)c1
5: CC(=O)c1cc2c(cc1NC(=O)CCNC(=O)c1ccccc1Cl)OCO2
6: CCCCNC(=O)N1CCc2ccccc2C1
7: Cc1ccc(NC(=O)CN2C(=O)NC3(CCCCC3)C2=O)cc1S(=O)(=O)N1CCOCC1
8: Cc1ccc(S(=O)(=O)N(C)C)cc1NC(=O)COC(=O)/C=C/c1ccc2c(c1)OCO2
9: Cc1ccc(NC(=O)CCC(=O)N/N=C/c2ccc([N+](=O)[O-])o2)cc1C
10: Cc1cc(C)cc(N(C(=O)CCC(=O)Nc2cc(C)on2)C(C(=O)NC2CCCC2)c2ccco2)c1 (stereo unspecified)

assay / compound	1	2	3	4	5	6	7	8	9	10
CAL PDZ FP-1	4	-1	-5	·	-2	-1	-4	·	-2	6
CAL PDZ FP-2	-0.2	-4.2	-3.0	-1.0	0.1	-2.7	-0.3	-1.0	-1.6	-0.3
Rtt109 Vps75	13	1	2	-13	0	-7	1	-4	-9	-3
PvdQ acylase	9	-18	-12	-17	17	-1	-3	-10	-10	9
dFosB act	-12	-7	-10	-6	2	0	7	-2	-1	-4
SR-BI DiI-HDL act	15	-8	-54	10	-35	29	7	-4	·	-12
MITF act	-9	-6	-3	·	18	-5	9	12	-78	-3
NSD2 inh	-4	-7	6	3	1	0	-1	-4	·	6
PfHsp90 yeast 2	-2	·	10	2	5	-1	9	-19	42	-7
SR-BI HDL uptake	-15	8	54	-10	35	-29	-7	4	·	12

11: Cc1cccc(CN2CCc3c([nH]c4ccccc34)C2)c1
12: CC(C)C[C@H](NC(=O)OC(C)(C)C)C(=O)N1CCC(C(=O)N[C@@H](Cc2ccccc2)C(=O)O)CC1
13: Cc1c(C)n(CCC#N)c2ccccc12
14: CCCCCSc1nc(O)cc(=O)[nH]1
15: O=C1CSC(c2cccs2)N1c1ccccc1 (stereo unspecified)
16: COC(=O)c1ccc(NC(=O)c2ccccc2N(C)S(C)(=O)=O)cc1
17: CCCNC(=O)CSCc1nc(-c2ccc(SC)cc2)oc1C
18: CN(Cc1ccccc1)C(=S)NC(=O)c1ccccc1
19: O=C(NCc1csc(-c2ccccc2)n1)c1ccco1
20: O=C(COC(=O)c1cc(S(=O)(=O)N2CCOCC2)c(Cl)cc1Cl)NC1CC1

assay / compound	11	12	13	14	15	16	17	18	19	20
CAL PDZ FP-1	-4	-3	1	4	-3	3	-3	7	-2	-2
CAL PDZ FP-2	0.0	-2.4	-2.6	-0.2	-2.0	-0.5	-2.5	-0.4	-0.7	0.6
Rtt109 Vps75	-4	·	-3	-1	34	3	·	1	10	-1
PvdQ acylase	-4	21	2	4	6	0	-7	-11	7	4
dFosB act	-6	0	-2	-5	-3	1	-2	1	3	-9
SR-BI DiI-HDL act	17	4	11	22	-2	3	-12	3	21	1
MITF act	-18	-12	2	-2	7	-7	20	-1	53	3
NSD2 inh	0	-2	10	1	-3	-2	·	-4	-1	-1
PfHsp90 yeast 2	-5	8	-14	9	-5	17	6	14	4	-3
SR-BI HDL uptake	-17	-4	-11	-22	2	-3	12	-3	-21	-1

Just SR-BI DiI-HDL act, PfHsp90 yeast 2 and MITF act, for four of the compounds above:
item	Molecule	SR-BI DiI-HDL act	PfHsp90 yeast 2	MITF act
7	Cc1ccc(NC(=O)CN2C(=O)NC3(CCCCC3)C2=O)cc1S(=O)(=O)N1CCOCC1	7	9	9
8	Cc1ccc(S(=O)(=O)N(C)C)cc1NC(=O)COC(=O)/C=C/c1ccc2c(c1)OCO2	-4	-19	12
9	Cc1ccc(NC(=O)CCC(=O)N/N=C/c2ccc([N+](=O)[O-])o2)cc1C	·	42	-78
10	Cc1cc(C)cc(N(C(=O)CCC(=O)Nc2cc(C)on2)C(C(=O)NC2CCCC2)c2ccco2)c1 (stereo unspecified)	-12	-7	-3

Remaining list, next part.
21: COCC(=O)N1CCC(Oc2ccc(C(=O)NCCCn3cccn3)cc2)CC1
22: COc1ccc(C(=O)NCC2CCCN2S(=O)(=O)c2cccs2)cc1OC (stereo unspecified)
23: CC(=O)OCC(=O)C1(O)CCC2C3CCC4=CC(=O)C=CC4(C)C3C(=O)CC21C (stereo unspecified)
24: CC1CCCN(C2=C(NS(=O)(=O)c3ccc(Cl)cc3)C(=O)c3ccccc3C2=O)C1 (stereo unspecified)
25: Cc1ccc(N)cc1NC(=O)CN1CCOCC1
26: COc1ccc(NC(=O)CSc2nc3ccccc3c(=O)n2CCNC(C)=O)cc1
27: CC1CCC2(CC1)NC(=O)N(CC(=O)N1c3ccccc3CC1C)C2=O (stereo unspecified)
28: COC(=O)c1[nH]c2ccccc2c1NC(=O)CNC1CCCCC1
29: CCCCOC(=O)NC1CCc2cc(OC)c(OC)c(OC)c2-c2ccc(SC)c(=O)cc21 (stereo unspecified)
30: COc1cc(C)ccc1S(=O)(=O)N1CCN(C23CC4CC(CC(C4)C2)C3)CC1

assay / compound	21	22	23	24	25	26	27	28	29	30
CAL PDZ FP-1	58*	0	0	-1	1	-1	-9	-7	2	-3
CAL PDZ FP-2	0.1	-2.6	0.0	-1.4	·	-1.2	0.1	0.6	-0.9	·
Rtt109 Vps75	-16	5	-3	·	11	-2	-3	-9	0	2
PvdQ acylase	-7	-4	2	4	5	-8	-4	-8	-11	-13
dFosB act	-4	2	4	-6	-10	-2	5	0	-14	-9
SR-BI DiI-HDL act	16	7	15	-56	11	2	-10	-24	19	-77
MITF act	2	1	1	-22	-19	·	-4	-6	·	3
NSD2 inh	-4	1	·	47	-4	-2	0	·	8	2
PfHsp90 yeast 2	5	·	4	2	13	34	-16	-21	-34	19
SR-BI HDL uptake	-16	-7	-15	56	-11	-2	10	24	-19	77*

31: Cc1ccc(C(=O)O/N=C/c2ccc3c(c2)OCO3)cc1
32: CCOc1ccc(-n2c(C)cc(/C=N\NC(=O)CC(=O)NC3CCCCC3)c2C)cc1
33: CSc1ncc(CO)n1Cc1ccccc1
34: COc1ccc(OC)c(S(=O)(=O)N(C(C)=O)c2ccc3oc(=O)sc3c2)c1
35: CCN(CC)S(=O)(=O)c1cc(C(=O)Oc2cccc(-c3cnc4ccccc4n3)c2)ccc1OC
36: CCCNC(=O)NC(=O)CSc1ncc(C(F)(F)F)cc1Cl
37: CC(C)(C)OC(=O)NCC1CCN(S(=O)(=O)Cc2ccccc2)CC1
38: COc1ccc(C(C)=O)c(Oc2ccc(S(=O)(=O)N3CCOCC3)cn2)c1
39: Cc1ccccc1C(=O)NC1CCN(CC(=O)Nc2ccccc2Cl)CC1
40: NC(=O)NC(=O)COC(=O)/C=C/c1cccc(Br)c1

assay / compound	31	32	33	34	35	36	37	38	39	40
CAL PDZ FP-1	5	-1	5	1	0	1	-4	-5	-2	-4
CAL PDZ FP-2	-0.6	0.3	-0.6	0.7	-2.2	2.0	-0.3	-1.3	-1.4	-1.8
Rtt109 Vps75	1	-11	-1	-4	6	4	-2	-1	7	-3
PvdQ acylase	-10	-3	-10	-7	-12	-4	-11	1	-10	-10
dFosB act	-2	-7	0	-13	-5	-5	-5	-4	-11	1
SR-BI DiI-HDL act	6	-12	9	20	7	-8	16	-11	37	6
MITF act	7	-7	0	10	34	0	-6	1	1	-5
NSD2 inh	-4	4	-2	-1	-3	0	-5	3	-2	-1
PfHsp90 yeast 2	20	-39	·	11	12	14	16	29	-10	-14
SR-BI HDL uptake	-6	12	-9	-20	-7	8	-16	11	-37	-6

41: CCn1c(COc2cccc(OC)c2)nnc1SCC(=O)Nc1ccccc1C(=O)OC
42: CN(C)C(=O)COC(=O)c1cccc(S(=O)(=O)N2CC3(C)CC2CC(C)(C)C3)c1 (stereo unspecified)
43: Cc1ccccc1-c1nc(CS(=O)(=O)CC(=O)NCCc2ccccc2)c(C)o1
44: O=C1N/C(=C/c2ccsc2)C(=O)N1c1ccccc1
45: Cc1cc(C(=O)COC(=O)C2CC2)c(C)n1-c1ccc(F)cc1
46: CCOC(=O)c1cccc(C2=CC(=O)CC(C)(C)C2)c1
47: Cn1c(CNC(=O)CCNC(=O)c2ccccc2)cc(=O)n(C)c1=O
48: Cn1nc(C(=O)Nc2cccc(S(=O)(=O)N3CCOCC3)c2)c2ccccc2c1=O
49: CC(C)NC(=O)CSc1nc(Cc2cccs2)nc2ccccc12

assay / compound	41	42	43	44	45	46	47	48	49
CAL PDZ FP-1	-4	-3	0	-2	-1	-3	1	-4	-4
CAL PDZ FP-2	-0.7	-0.6	-0.8	-2.8	-0.9	0.2	-1.8	-0.8	-3.1
Rtt109 Vps75	-5	9	3	-7	5	-4	-3	20	·
PvdQ acylase	-18	10	3	-18	-14	-9	1	2	10
dFosB act	-9	-13	-13	-3	-8	-7	0	-15	-3
SR-BI DiI-HDL act	23	15	-1	11	27	-31	18	-24	22
MITF act	-11	-6	0	18	-10	14	1	1	-10
NSD2 inh	-1	9	7	-6	·	·	1	-3	5
PfHsp90 yeast 2	·	-3	-5	-19	-17	4	0	·	6
SR-BI HDL uptake	-23	-15	1	-11	-27	31	-18	24	-22

Screen by screen, from the results shown.
Entries 21 to 31 in Rtt109 Vps75, in turn: -16, 5, -3, ·, 11, -2, -3, -9, 0, 2, 1
Entries 21 to 31 in SR-BI HDL uptake, in turn: -16, -7, -15, 56, -11, -2, 10, 24, -19, 77*, -6
Entries 21 to 31 in dFosB act, in turn: -4, 2, 4, -6, -10, -2, 5, 0, -14, -9, -2

Quoted from the listing.
entry 42 in SR-BI DiI-HDL act is entered as 15
entry 48 in CAL PDZ FP-2 is entered as -0.8

High-throughput results from PubChem BioAssay.
